# GRIN3A LBD mod: NR3A (human) ligand-binding domain modulation; NR3A LBD differential scanning fluorimetry, Tm shift; 0% = protein alone, 100% = glycine-bound protein; hit rate 2.5% among 340,000; AID 1259313; Tm shift relative to glycine control, % at 25 µM;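 active = melting temperature shift of at least 10% of the positive control shift, at one fixed dose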
# * hit, by the source's call. An excerpt; count on the stated rates, not on these rows.
SMILES,GRIN3A LBD mod
CC(=O)OCC1CC(COC(C)=O)C(COC(C)=O)CC1COC(C)=O (stereo not drawn),-1
O=[N+]([O-])c1ccc(COc2ccccc2CN2CCCC2)cc1,-1
COc1cc2c(c(NC(C)=O)c1)N(C(C)=O)CCC2,-1
O=C(c1cccs1)c1ccccc1Cc1cccs1,4
O=C1C(Cl)=C(Nc2ccc3cn[nH]c3c2)C(=O)c2ccccc21,3
CC(C)C(Cl)=NOC(=O)Nc1ccc(S(N)(=O)=O)cc1,0
OCC(O)C(O)CC1SCCS1 (stereo not drawn),0
NC(=O)C1=C(N)c2ccccc2C1c1ccccc1 (stereo not drawn),0
CC(C)(C)OC(=O)N1CCC(C(=O)Nc2cccc(C(=O)NC3CC3)c2)CC1,-1
O=c1c2sc3nc(N4CCOCC4)c4c(c3c2ncn1C(c1ccccc1)c1ccccc1)CCCC4,-1
CCN(c1ccc(NC(=O)COC(=O)CCc2cc(OC)c(OC)c(OC)c2)cc1)C(C)C,-2
Clc1ccccc1Cn1c(/C=C/c2ccco2)nc2ccccc21,-4
O=C(c1cc2ccccc2[nH]1)N1O[C@@H]2C=C[C@H]1C2,0
CCOC(=O)C1CCN(C(=O)c2ccccc2)C(CC)C1=O (stereo not drawn),0
CC(=O)C1CCC2C3CC(C)C4=CC(=O)CCC4(C)C3C(=O)CC12C (stereo not drawn),0
Nc1c(N(CCC2=CCCCC2)C(=O)COc2ccc(F)cc2Cl)c(=O)[nH]c(=O)n1Cc1ccccc1,3
O=S(=O)(c1ccc(F)cc1)N1CCN(C(=S)NC2CC2)CC1,-1
Cc1cc(C)c(CN2CCN(CCCn3cnc(C(=O)Nc4ccc(C)c(C)c4)n3)CC2)c(C)c1,-4
CCCN(CC(=O)Nc1ccc(F)c(F)c1F)C(=O)Cc1ccc(OC)c(S(=O)(=O)N2CCOCC2)c1,-2
CCOC(=O)C(Cc1nc(OCc2ccccc2)cc(OCc2ccccc2)n1)=NO,-8
O=C(N/N=C/c1cc(Br)ccc1O)C(=O)Nc1ccccc1OC(F)(F)C(F)F,6
CCC(C)Cn1cnc2c(SCc3ccccn3)nc(N)nc21 (stereo not drawn),2
Nc1nc2c(c(=O)[nH]1)C(c1cccc3ccccc13)C1=C(N2)c2ccccc2C1=O (stereo not drawn),-7
Cc1cccc(N(CC(=O)NCc2ccco2)C(=O)CCC(=O)Nc2ccccn2)c1,-1
N#C/C(=C\c1ccc(OC(=O)c2ccc(Br)s2)cc1)c1nc2ccccc2[nH]1,26*
Oc1cccc(CN2CCOCC2)c1O,0
Cc1cc(C)n2nc(C(=O)OCC(=O)Nc3cc(S(=O)(=O)N4CCOCC4)ccc3Cl)nc2n1,-1
COc1ccccc1-c1nnc(SC(C)C(=O)NCC2CCCO2)n1C (stereo not drawn),-1
CC(=O)Nc1ccc(C=NNc2nnc(NN=Cc3ccc(NC(C)=O)cc3)c3ccccc23)cc1,7
FC(F)(F)c1ccc(-c2cccc3c2C2CC3CCN2)cc1 (stereo not drawn),-2
Cc1cccc2c(N)c3c(nc12)CCCC3 (tested in a mixture with another compound),0
CC(C)(Nc1ccccc1)C(=O)c1ccccc1,-5
Cc1cc(/C=C2/C(=N)N3C(c4ccccc4)=CSC3=NC2=O)c(C)n1-c1ccc(Cl)cc1,1
CCCN(CCC)CC(O)Cn1cc(/C=C/C(=O)c2ccccc2)c2ccccc21 (stereo not drawn),-1
COc1ccccc1NC(=O)CN1CCN(CC(=O)Nc2ccc(Cl)c(C(F)(F)F)c2)CC1,-5
COc1ccc(C=C2SC(=S)NC2=O)cc1,-1
CC1CC(=O)N(CCc2ccccc2)C(=O)C1,0
O=S(=O)(CC(O)(c1ccccc1)c1ccccc1)CC(O)(c1ccccc1)c1ccccc1,-18
Cc1ccc([N+](=O)[O-])c(OCCCN2CCC(Cc3ccccc3)CC2)c1,-1
CCOC(=O)N1CCC(=NNC(=O)c2ccccc2F)CC1,-5
Cc1cccc[n+]1CC(=O)c1ccc([N+](=O)[O-])cc1,2
O=C1NC[C@H](Cc2ccccc2)N(C[C@H]2CCCN2C[C@H](Cc2ccccc2)N2C[C@H](Cc3ccc(O)cc3)N(CC3CCCCCC3)C(=O)C2=O)C1=O,1
O=C(C1=NNCC1c1ccc(Cl)cc1)C1CO1 (stereo not drawn),1
CSc1nc(=S)c2[nH]c(=S)[nH]c2[nH]1,6
CCN1CCN(S(=O)(=O)c2ccc(Cl)c(C(=O)N(C)CC(=O)Nc3c(C)cccc3C)c2)CC1,1
CCCCn1c(SCN2C(=O)c3ccccc3C2=O)nc2cc(S(N)(=O)=O)ccc21,-1
CCOC(=O)C1C(=O)NC(C(=O)OCC)(C(=O)OCC)C1C(C)CC (stereo not drawn),2
Cc1ccc(Sc2c(C)nn(C(=O)C3CC3)c2C)cc1,10

# Some of the entries so far, with bars between the fields:
SMILES | GRIN3A LBD mod
CC(=O)Nc1ccc(C=NNc2nnc(NN=Cc3ccc(NC(C)=O)cc3)c3ccccc23)cc1 | 7
Cc1ccc(Sc2c(C)nn(C(=O)C3CC3)c2C)cc1 | 10

# Next part.
SMILES,GRIN3A LBD mod
Cc1ccc(Cl)cc1N1CCN(C(=O)c2cccc3c(=O)c(C)c(-c4ccccc4)oc23)CC1,-2
COc1ccccc1-c1cccc([C@@H]2C[C@H]3[C@H](CON3C)CN2C(C)=O)c1,-1
O=C(NCc1ccccc1)c1ccc(NC(=O)C2CC2)cc1,-1
CCC(CC)C(=O)OCC(=O)C1(O)CCC2C3CCC4=CC(=O)CCC4(C)C3C(O)CC21C (stereo not drawn),2
O=C(CCCC(=O)NN=Cc1cccc(O)c1)NN=Cc1cccc(O)c1,-5
O=C(O)c1cc(=O)n(Cc2ccccc2)c(=O)[nH]1,-1
O=[N+]([O-])c1cccc(Oc2ncccc2[N+](=O)[O-])c1,-1
CCCc1nc2sc3ccccc3c(=O)c2c(=O)n1Cc1ccco1,0
COc1ccc(S(=O)(=O)N2CCN(C(=O)COc3ccc4c(C)cc(=O)oc4c3)CC2)cc1,2
COc1cccc2c1C(=O)c1c(O)c3c(c(O)c1C2=O)CC(O)(C(C)=O)CC3OC1CC(O)C(O)C(C)O1 (stereo not drawn),-4
CCn1c(=S)[nH]c2c(c1=O)C(C)(C)Cc1ccccc1-2,-29
CN(Cc1ccccc1)C(=O)c1ccc2c(c1)NC(=O)C(N1CCOCC1)S2 (stereo not drawn),0
O=C(c1ccc([N+](=O)[O-])cc1)N1CCOCC1,-13
O=S(=O)(O)c1cc2onnc2c2ccccc12,0
COc1ccc(N2C(=O)CSC2c2cccc(OC)c2OC)cc1 (stereo not drawn),-13
CCOC(=O)c1sc2nc3c(SCC(=O)O)cc(C(=O)c4cc(F)ccc4O)cn3c(=O)c2c1C,-1
CCOC(=O)c1oc2c(CN3CCN(C)CC3)c(O)c(CC)cc2c(=O)c1-c1nc2ccccc2s1,1
CC(=O)N[C@H]1[C@H]([C@H](O)[C@H](O)CO)O[C@](O)(C(=O)O)C[C@@H]1O,-4
Cc1ccc(S(=O)(=O)Nc2ccccc2C=Nc2cccc(C)c2C)cc1,-4
C=C(C)[C@H]1CC=C(C(=O)O)CC1,2
O=C(OCC(=O)N1CCN(c2ccccc2)CC1)c1ccccn1,-1
NC(=N\N=Cc1ccccc1)/C(N)=N/N=Cc1ccccc1,-2
Cc1c2cnccc2c(C)c2c1oc1ccccc12,-3
COc1ccc(-c2nnc(-c3ccc4ccccc4c3)o2)cc1,-26
O=C(Cc1ccc(NC(=O)C2CCN(C(=O)C3CCCC3)CC2)cc1)Nc1ccc(C(=O)N2CCOCC2)cc1,-1
O=C(COC(=O)c1cc(Br)ccc1O)Nc1cc(S(=O)(=O)N2CCCC2)ccc1Cl,-4
CCc1ccc(-n2c(O)c(C=NCCN(CC)CC)c(=O)[nH]c2=O)cc1,-1
O=S(=O)(c1ccccc1F)N(Cc1ccco1)Cc1nnc(-c2ccccc2Br)o1,-1
O=C(Nc1cccnc1)c1cc2cc(Br)ccc2oc1=O,2
COc1cc(/C=C/c2ccc3c(Br)cc(Br)c(O)c3n2)ccc1O,16*
OC[C@H]1O[C@@H](Oc2ccc(O)cc2)[C@H](O)[C@@H](O)[C@@H]1O,-1
CC(Cc1ccccc1)=NNc1ccc([N+](=O)[O-])cc1[N+](=O)[O-],-1
COc1ccc(C2C=C(c3ccc(C)cc3)Nc3ncnn32)cc1 (stereo not drawn),0
COc1ccc(CN(C)C(=O)CCl)cc1,-6
CCOC(Cn1cc([N+](=O)[O-])c(=O)[nH]c1=O)OCC,0
CNC(=O)c1sc(N2N=C3/C(=C\c4ccccc4)CCCC3C2c2ccccc2)nc1C (stereo not drawn),-2
CN1C[C@@H]2[C@@H]3C(=O)N(C)C(=O)[C@@H]3[C@](Cc3ccccc3)(C1=O)N2C(=O)c1ccc(F)cc1,0
Cc1ccc(-n2cccn2)c(CN2CCC(CO)(CCc3ccccc3)CC2)c1,-2
O=C(Cn1c(=O)n(CCC(=O)N2CCc3ccccc3C2)c(=O)c2ccccc21)NCC1CCCO1 (stereo not drawn),3
CC1CCCCCCC1OC(=O)c1ccccc1C(=O)O (stereo not drawn),3
COc1ccc2c(c1)c(=O)oc1c(C)c(OCc3ccc(C(=O)O)cc3)ccc12,-11
CCCCCCCCCCCCCCCCCCNc1ccn(C2OC(COP(=O)(O)OCC3OC(n4cc(F)c(=O)[nH]c4=O)CC3O)C(O)C2O)c(=O)n1 (stereo not drawn),0
NC(CSC1(c2ccccc2)c2ccccc2-c2ccccc21)C(=O)O (stereo not drawn),-2
CCN(CC)c1ccc(/C=N/Nc2ccc(C)cc2)c(O)c1,-3
NC(=O)c1ncn([C@@H]2O[C@H](CNCc3cc(Br)ccc3OCc3ccccc3)[C@@H](O)[C@H]2O)n1,0
Cc1ccc2c(C)cc(=S)[nH]c2c1,2
CC1Cc2cc(/C(O)=C3/C(=O)C(=O)N(CCCN(C)C)C3c3ccncc3)ccc2O1 (stereo not drawn),-1
Cc1cccc(C(O)C(O)c2cccc(C)n2)n1 (stereo not drawn),-1
Cc1ccc(S(=O)(=O)NN=Cc2cc(Cl)ccc2O)cc1,6
Cc1ccc(OCC(=O)Nc2ccc3c(c2)ncn3C)cc1,1
CC(=O)C(Cl)C(=O)Nc1ccccc1 (stereo not drawn),1
CC(C)(C)NC(=O)C(c1ccncc1)N(C(=O)Cn1nnc(-c2ccc(F)cc2)n1)c1ccccc1F (stereo not drawn),-1
O=C(OC(C(=O)Nc1cccc(C(F)(F)F)c1)c1ccccc1)C1CCCCC1 (stereo not drawn),14*
CN1CC[C@@H]2C(=O)N3CCc4ccc(Br)cc4[C@@H]3C[C@@H]21,-1
CCN1CCS/C1=C/C=C/C1=[N+](CC)CCS1,0
COc1ccc(OC)c(Cc2cnc3nc(N)nc(N)c3c2C)c1,0
C=C(c1ccc2nc(NC(=O)OC)[nH]c2c1)c1cccs1,-11
COc1cc(-c2ccc(NC(=O)c3ccc(C)cc3)c(OC)c2)ccc1NC(=O)c1ccc(C)cc1,-3
CC(C)CC(c1nnnn1CC1CCCO1)N1CCN(C2CCCC2)CC1 (stereo not drawn),-8
Cc1cccc(N2CCN(C(=S)Nc3ccc4nc(N5CCN(C)CC5)cc(C)c4c3)CC2)c1C,2

# The listing continues:
SMILES,GRIN3A LBD mod
Cc1ccccc1-n1nc(C)c2cc(C(=O)N3CCN(S(=O)(=O)c4ccccc4)CC3)sc21,1
CC(=O)Nc1ccc2nc(N)sc2c1,1
Cc1ccc(S(=O)(=O)N2CCN(C(=O)COC(=O)COc3ccc(Cl)c(C)c3)CC2)c(C)c1,-5
O=C(NN=Cc1cccc([N+](=O)[O-])c1)c1cccc2ccccc12,-3
N#CC1=C(Nc2ccccc2)SC=C(c2ccccc2)N=C1N1CCOCC1,-1
COc1cccc2c(=S)c(CCC(C)=O)c(C)[nH]c12,2
CCCN(C(=O)c1cc(S(=O)(=O)N2CCN(CC)CC2)ccc1Cl)C1CCS(=O)(=O)C1 (stereo not drawn),2
O=S(=O)(Nc1ccccc1)C1CCCCC1,-9
COc1ccc(OC)c(CCNC(=O)CC2Oc3ccc(C)cc3NC2=O)c1 (stereo not drawn),1
Cc1cccn2c(=O)c3cc(C(=O)NCCCn4ccnc4)n(C)c3nc12,0
CCc1ccc(-c2nn(-c3cc(Cl)ccc3[N+](=O)[O-])c(=O)c3ccccc23)cc1,0
COc1ccc(S(=O)(=O)N(C)C[C@H]2Oc3ccc(NS(=O)(=O)c4cccs4)cc3C(=O)N([C@H](C)CO)C[C@@H]2C)cc1,-3
Oc1ccc(N=Nc2n[nH]c(-c3ccc(Br)cc3)n2)cc1,27*
COc1ccccc1Nc1nc(-c2c(C)nc3ncccn23)cs1,-2
O=C1CSC(=S)N1N=Cc1cccc2ccccc12,-11
CC1(C)CC(C(CCN(Cc2ccccc2)C(=O)c2ccco2)c2ccc(F)cc2)CCO1 (stereo not drawn),0
Cc1nc(N)nc(Cl)c1CCC1OCCO1,0
Cn1cnc2nc[nH]c2c1=O,1

# By substructure, the compounds so far with an NH in an aromatic ring.
SMILES,GRIN3A LBD mod
O=C1C(Cl)=C(Nc2ccc3cn[nH]c3c2)C(=O)c2ccccc21,3
O=C(c1cc2ccccc2[nH]1)N1O[C@@H]2C=C[C@H]1C2,0
Nc1c(N(CCC2=CCCCC2)C(=O)COc2ccc(F)cc2Cl)c(=O)[nH]c(=O)n1Cc1ccccc1,3
Nc1nc2c(c(=O)[nH]1)C(c1cccc3ccccc13)C1=C(N2)c2ccccc2C1=O (stereo not drawn),-7
N#C/C(=C\c1ccc(OC(=O)c2ccc(Br)s2)cc1)c1nc2ccccc2[nH]1,26*
CSc1nc(=S)c2[nH]c(=S)[nH]c2[nH]1,6
O=C(O)c1cc(=O)n(Cc2ccccc2)c(=O)[nH]1,-1
CCn1c(=S)[nH]c2c(c1=O)C(C)(C)Cc1ccccc1-2,-29
CCc1ccc(-n2c(O)c(C=NCCN(CC)CC)c(=O)[nH]c2=O)cc1,-1
CCOC(Cn1cc([N+](=O)[O-])c(=O)[nH]c1=O)OCC,0
CCCCCCCCCCCCCCCCCCNc1ccn(C2OC(COP(=O)(O)OCC3OC(n4cc(F)c(=O)[nH]c4=O)CC3O)C(O)C2O)c(=O)n1 (stereo not drawn),0
Cc1ccc2c(C)cc(=S)[nH]c2c1,2
C=C(c1ccc2nc(NC(=O)OC)[nH]c2c1)c1cccs1,-11
COc1cccc2c(=S)c(CCC(C)=O)c(C)[nH]c12,2
Oc1ccc(N=Nc2n[nH]c(-c3ccc(Br)cc3)n2)cc1,27*
Cn1cnc2nc[nH]c2c1=O,1

# High-throughput results from PubChem BioAssay.
